# High-throughput results: PubChem BioAssay, Sanford-Burnham Center for Chemical Genomics
# GPR55 LPI antagonism: GPR55 antagonists blocking LPI-driven arrestin recruitment, primary screen, imaging, U2OS, beta-arrestin-GFP, LPI agonist (AID 2013). U2OS GPR55 beta-arrestin-GFP translocation imaging, LPI antagonism; higher % means a stronger effect. actives 0.13% (n = 290,000). inhibition, % at 10 µM; hits with a dose series show IC50 in µM;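 active = spots per cell inhibited over 60%, with over 100 cells counted and total cytoplasm intensity under 500,000; inconclusive = wells with under 100 cells, flagged as likely toxic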;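 also: U2OS cells stably carrying GPR55 and arrestin-GFP stimulated by 5 µM LPI near EC80; imaged beta-arrestin-GFP aggregate spots per cell after agonist stimulation; plate controls were LPI-stimulated DMSO wells for no effect and DMSO wells without LPI for full effect; some results filed as inactive read as strong as hits; confirmed hits need IC50 under 10 µM and bright autofluorescent wells are also inconclusive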
# GPR35 arrestin U2OS: inhibition of zaprinast-stimulated GPR35 beta-arrestin translocation – imaging, U2OS, beta-arrestin-GFP, zaprinast agonist, primary screen (AID 2058); actives 0.052% (n = 290,000); inhibition, % at 10 µM; hits with a dose series show IC50 in µM; U2OS GPR35 beta-arrestin-GFP translocation imaging, zaprinast antagonism; higher % means a stronger effect;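 active = inhibition of at least 50% with at least 30 cells and total cytoplasm GFP at most 10,000,000; inconclusive = under 30 cells or total GFP of 10,000,000 plus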
# GPR55 beta-arrestin: GPR55 agonists via beta-arrestin recruitment, primary screen, imaging, U2OS cells, beta-arrestin-GFP redistribution (AID 1961); actives 0.048% (n = 290,000); U2OS GPR55 beta-arrestin-GFP redistribution imaging; higher % means a stronger effect; activation, % at 10 µM; hits with a dose series show EC50 in µM;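 active = activation above 40% with more than 50 cells counted in the well; inconclusive = wells holding fewer than 50 cells, flagged as toxic or sparse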;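 also: U2OS osteosarcoma cells stably expressing GPR55 and beta-arrestin-GFP; plate controls were DMSO negative control for no effect and LPI positive control for full effect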
# KOR beta-arrestin-1: kappa opioid receptor blockers – cell-based, luminescence, uHTS (AID 1778); actives 0.091% (n = 290,000); KOR beta-arrestin recruitment, luminescence, antagonist mode; higher % means a stronger effect; inhibition, % at 10 µM, or IC50 in µM where a hit was titrated; in the data active = inhibition above about 50%; also: strong numbers were not always called active
# NOD1 inhibition: NOD1 signaling inhibitors, primary screen, cell-based, luminescence, uHTS (AID 1578); NOD1-driven NF-kB luciferase reporter cells, luminescence; higher % means a stronger effect; actives 1% (n = 290,000); inhibition, % at 4 µM; hits with a dose series show EC50 in µM; in the data active = inhibition mostly above about 36%, no sharp cut-off; inactive = mostly below about 34%;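 also: HEK-293T reporter cells stimulated with the NOD1 agonist gamma-tri-DAP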
# KOR beta-arrestin-2: KOR agonists, beta-arrestin recruitment, primary screen, cell-based, luminescence, uHTS (AID 1777) | KOR beta-arrestin recruitment, luminescence; higher % means a stronger effect | actives 0.02% (n = 280,000) | activation, % at 10 µM, or EC50 in µM where a hit was titrated; in the data active = activation above about 50%, passing the limit was not always enough; also: a part of the inactive calls stands beside numbers as strong as those of hits
# SIAH1 antagonists: Siah-1 peptide-binding antagonists, primary screen, biochemical, fluorescence polarization, rhodamine-plectin, uHTS (AID 1817); Siah-1 / rhodamine-plectin peptide fluorescence polarization; higher % means a stronger effect; one-dose displacement, % at 20 µM; IC50 in µM for titrated hits; actives 0.02% (n = 290,000);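 active = displacement of at least 50% at 20 µM, with a fluorescence ratio check between 0.3 and a set limit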;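 also: plate controls were Siah plus tracer with DMSO for no effect and tracer alone without Siah for full effect; strong numbers were not always called active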
# HIV fusion peptide: cell-free HIV fusion peptide-binding blockers – biochemical, uHTS, fluorescence dequenching, primary screen (AID 1986). cell-free peptide binding, fluorescence dequenching, 30 min; higher % means a stronger effect. actives 0.3% (n = 290,000). inhibition, % at 20 µM, or IC50 in µM where a hit was titrated; in the data active = inhibition mostly above about 52%, no sharp cut-off; inactive = mostly below about 76%; also: some results filed as inactive read as strong as hits
# AID2073: disruptors of CaV2.2 binding to Mint1 – biochemical, HTRF (AID 2073) | HTRF protein-protein interaction, Mint1-CaV2.2; higher % means a stronger effect | inhibition, % at 20 µM, or IC50 in µM where a hit was titrated | actives 0.19% (n = 290,000); in the data active = inhibition mostly above about 51%, no sharp cut-off; inconclusive = no clear call, values can overlap the other calls; inactive = mostly below about 53%; also: some results filed as inactive read as strong as hits
# The depositor's hits bear a star; ? = inconclusive; · = no result given; [ ] = remark or other dose. Only part of the results is shown; rates above refer to the full screens.
SMILES,GPR55 LPI antagonism,GPR35 arrestin U2OS,GPR55 beta-arrestin,KOR beta-arrestin-1,NOD1 inhibition,KOR beta-arrestin-2,SIAH1 antagonists,HIV fusion peptide,AID2073
O=C1OC(c2ccccc2)=C/C1=C/N1CCCCC1,-10%,12%,0.0%,-24%,-106%,2.8%,0%,-1.5%,-5%
Fc1ccc2[nH]c3c(Cl)ncnc3c2c1,12%,9%,-0.1%,-37%[20 µM],-15%,·,4%,-1.4%,7%
O=C(Nc1ccc(NC(=O)C2CC2)nc1)c1cnccn1,14%,-4%,-0.1%,-4%,-38%,-4.6%,-3%,0.0%,-3%
CCN(CC)CCCNC(=O)CCC(=O)NNc1nc2ccccc2c2nc(C)nn12,0%,1%,-0.4%,1%,-8%,-2.8%,-10%,3.5%,-9%
Cc1ncsc1C(=O)NCc1ccc(N2CCCC2=O)cc1,-8%,0%,0.5%,-34%,16%,-6.9%,-3%,1.9%,1%
CCCCCn1c(CNC(C)=O)nc2ccccc21,3%,-5%,-0.1%,2%,-6%,-0.7%,-1%,1.1%,1%
CCn1c(COc2ccc(=O)n(-c3ccccc3)n2)nnc1SCc1ccccc1,-2%,-6%,0.5%,5%,10%,-2.6%,-2%,2.7%,1%
COc1cccc2cc(C(=O)Nc3ccccc3C(=O)N3CCOCC3)oc12,-1%,-2%,-0.4%,-40%[20 µM],-16%,2.1%,11%,-0.7%,1%
Cc1cc(Nc2ccc3c(c2)OCCO3)c2cc(Cl)ccc2n1,-6%,-1%,-0.3%,-33%,28%,16%,8%,-1.5%,-4%
COc1ccc(N=Cc2c(O)ccc3ccccc23)cc1,6%,2%,-0.1%,-3%[20 µM],-25%,1.2%,-2%,34%,3%
COc1ccc(C(=O)COC(=O)CCN2C(=O)C3C4C=CC(C5CC45)C3C2=O)cc1 (configuration not stated),3%,-13%,-0.2%,3%,-11%,2.1%,-2%,0.2%,-5%
Cn1c2ccccc2c(=O)c2ccc(C#Cc3ccccn3)cc21,-2%,6%,-0.3%,-75%[20 µM],-33%,1.0%,5%,6.9%,31%
C=CCOc1c(Br)cc(/C=N/NC(N)=O)cc1OC,7%,12%,0.7%,-8%,13%,1.2%,-5%,-2.0%,2%
COc1cc(NC(=O)C(Cc2ccccc2)n2cccc2)cc(OC)c1 (configuration not stated),15%,-2%,0.3%,24%,-5%,-7.1%,20%,-0.4%,0%
O=Cc1ccccc1OCc1nnsc1Cl,-9%,-8%,-0.6%,-18%,-31%,2.6%,1%,1.1%,12%
COCCNc1ccc(S(=O)(=O)N2CCCC2)cn1,-3%,8%,-0.4%,-18%,-27%,0.2%,-1%,-0.5%,4%
C(=N\Nc1nc(-c2ccccc2)cs1)/c1cccnc1,-6%,-16%,-0.3%,-20%,-40%,-1.4%,1%,-4.2%,6%
CC(C)CCn1nnnc1C(c1ccc(F)cc1)N1CCN(C(=O)c2ccco2)CC1 (configuration not stated),4%,9%,0.2%,1%,2%,2.9%,10%,-0.3%,13%
O=C(Cn1nnc(-c2ccccc2)n1)Nc1ccc2c(c1)OCO2,14%,-5%,-0.1%,11%,-3%,-2.6%,4%,0.7%,-20%
CCC(=O)c1ccc(OCC(O)CN2CCN(c3ccc(F)cc3)CC2)cc1 (configuration not stated),10%,10%,-0.1%,11%,11%,16%,-2%,0.7%,-1%
CC1(C)CN=C(NC2CCCCC2)S1,8%,2%,0.3%,-8%,-1%,0.1%,3%,-3.2%,-8%
COc1ccc([N+](=O)[O-])cc1N(CC1CO1)S(=O)(=O)c1ccc(C)cc1 (configuration not stated),0%,-2%,-0.1%,6%[20 µM],-32%,·,5%,2.3%,10%
CCOCC(=O)Nc1nc(-c2ccccc2)c(CC)s1,17%,-14%,0.2%,-15%,-5%,-2.2%,5%,1.1%,-14%
COc1ccc(C)cc1NC(=O)CN(C)S(=O)(=O)c1ccc2c(c1)CCCN2C(C)=O,2%,1%,-0.2%,-55%,-24%,-3.4%,0%,-1.0%,-1%
COc1ccc(NS(=O)(=O)c2cccc(NC(=O)CCC(=O)c3cccs3)c2)cc1,14%,-8%,-0.3%,3%,6%,-2.3%,4%,-1.7%,0%

# The list continues.
SMILES,GPR55 LPI antagonism,GPR35 arrestin U2OS,GPR55 beta-arrestin,KOR beta-arrestin-1,NOD1 inhibition,KOR beta-arrestin-2,SIAH1 antagonists,HIV fusion peptide,AID2073
NC(=O)OCC(COC(N)=O)c1ccccc1,17%,23%,0.1%,2%,60%,-4.1%,-4%,-0.4%,2%
COc1cc(NC(=O)Cc2ccccc2)cc(OC)c1,7%,9%,-0.3%,-5%,-2%,-1.3%,-2%,0.0%,0%
COc1ccc(OC)c(NC(=O)CN2CCc3ccccc3C2)c1,4%,13%,0.2%,-29%,-22%,0.8%,6%,-0.9%,-9%
COc1ccc(OC)c(C(=O)CSc2nccc(-c3ccc(Br)cc3)n2)c1,40%,-4%,-0.3%,22%,16%,-4.7%,4%,-0.5%,-3%
Cc1nn2cc(-c3ccccc3)nc2s1,11%,13%,-0.2%,-1%,-52%,1.9%,-3%,-2.5%,4%
COc1cc(-c2nnc(SCC(=O)c3cc(C)n(CC4CCCO4)c3C)o2)cc(OC)c1OC (configuration not stated),-13%,2%,0.5%,-33%,9%,-1.7%,-4%,17%,-14%
NC(=O)C1CCN(C(=O)NC(=O)c2ccccc2)CC1,2%,-9%,-0.2%,1%,-10%,1.1%,0%,1.2%,-3%
c1ccc(-n2nnc(-c3cccnc3)n2)cc1,7%,-8%,-0.1%,8%,-20%,-3.5%,11%,0.5%,16%
Cc1nc(N2CCN(c3ccccc3)CC2)nc2c1C(=O)CC(C)C2 (configuration not stated),7%,1%,-0.3%,-10%,-12%,-1.7%,0%,0.2%,10%
Fc1cccc2sc(Nc3nc4cc5c(cc4s3)OCO5)nc12,-2%,·,0.2%,-54%,27%,-1.6%,-18%,-0.2%,25%
COc1ccc(C(=O)NC(C)CCc2ccccc2)cc1 (configuration not stated),-2%,4%,-0.2%,-13%[20 µM],-7%,3.8%,0%,0.3%,7%
CCCS(=O)(=O)c1c(S(=O)(=O)CCC)c2ccc(C(N)=O)cn2c1C(=O)c1ccccc1,22%,5%,-0.1%,-24%[20 µM],0%,1.0%,4%,-0.6%,11%
CCS(=O)(=O)c1nc(NC(C)=O)n[nH]1,-5%,11%,0.4%,-20%,4%,-9.1%,2%,-0.9%,15%
O=c1nc(N2CCOCC2)ccn1Cc1ccc(Br)cc1,9%,3%,-0.1%,6%,-4%,0.1%,3%,0.7%,4%
COc1ccc(C2C(C(C)=O)=C(O)C(=O)N2CCc2c[nH]c3ccccc23)cc1 (configuration not stated),8%,6%,-0.1%,-22%[20 µM],-5%,·,2%,5.2%,25%
CS(=O)Cc1cc(Oc2ccccc2)nc(-c2ccncc2)n1 (configuration not stated),0%,-3%,0.0%,-16%,-28%,-1.7%,6%,-0.8%,7%
CCOc1ccc(/C=N/NC(=O)NC23CC4CC(CC(C4)C2)C3)cc1O,-2%,-10%,-0.1%,-22%,-30%,2.1%,4%,-0.5%,-3%
O=C(Nc1cc(C(F)(F)F)ccc1N1CCOCC1)c1cccnc1Cl,13%,7%,0.2%,-14%,-10%,4.1%,2%,1.9%,-7%
COc1ccc(NC(=O)CSc2nc3ccsc3c(=O)n2Cc2ccccn2)c(OC)c1,19%,-8%,-0.3%,19%,-26%,-2.6%,1%,-1.1%,-2%
CCOc1ccc(NC(=O)C2CCN(C(=O)NCc3ccccc3)CC2)cc1,-3%,2%,-0.3%,10%,1%,-5.3%,-2%,5.6%,0%
C#CC1(NC(=O)NC(C)C)CCCCC1,-13%,9%,0.2%,-44%[20 µM],-17%,-2.5%,0%,0.7%,-10%
COc1cccc2sc(N3CCN(c4nc5ccccc5s4)CC3)nc12,16%,-7%,0.0%,-11%,-43%,-0.7%,0%,-2.2%,4%
CCCCCC(=O)N[C@@H](c1ccccc1)[C@@H](O)C(=O)O[C@H]1C[C@@]2(O)[C@@H](OC(=O)c3ccccc3)C3[C@](C)(C(=O)[C@H](OC(C)=O)C(=C1C)C2(C)C)[C@@H](O)C[C@H]1OC[C@@]31OC(C)=O (some centres not stated),-10%,-2%,-0.1%,-41%[20 µM],-18%,-4.4%,5%,-0.3%,2%
COc1cc2c(OC(C)=O)c3c(c(-c4ccc5c(c4)OCO5)c2cc1OC)C(=O)OC3,24%,-22%,-0.2%,7%,-17%,-2.3%,-4%,-1.7%,9%
CCOc1nc(SC(C(C)=O)C(=O)Nc2ccccc2)nc(N(C)C)n1 (configuration not stated),5%,-6%,0.2%,2%,-19%,-7.6%,-2%,0.4%,-37%

# Later entries
SMILES,GPR55 LPI antagonism,GPR35 arrestin U2OS,GPR55 beta-arrestin,KOR beta-arrestin-1,NOD1 inhibition,KOR beta-arrestin-2,SIAH1 antagonists,HIV fusion peptide,AID2073
O=C(CNCc1ccccn1)Nc1ccc([N+](=O)[O-])cc1C(=O)Nc1ccccc1F,-6%,0%,0.2%,-8%,-5%,5.8%,5%,0.1%,-10%
Cc1ccnc(NC(=O)c2ccc(Cl)s2)c1,1%,2%,0.6%,-20%,-71%,-0.8%,5%,-0.3%,0%
CCC(=O)Nc1nnc(S(=O)(=O)N(CC(C)C)c2ccccc2)s1,2%,6%,-0.1%,0%,-9%,3.2%,2%,-0.3%,11%
Clc1ccc(CN2CCc3c([nH]c4ccccc34)C2)cc1Cl,-18%,20%,-0.1%,-49%,-1%,2.4%,0%,0.5%,?
COC(=O)c1c(NC(=O)/C=C/C(=O)O)sc(Cc2ccccc2)c1C,6%,14%,0.7%,14%,53%,0.1%,-7%,4.8%,0%
O=C(Cc1ccc([N+](=O)[O-])cc1)N1N=C(c2ccncc2)CC1(O)C(F)(F)F (configuration not stated),8%,9%,0.2%,30%,4%,-6.2%,-3%,-1.0%,-13%
COc1ccc(C2=C(c3ccc([N+](=O)[O-])cc3)C(=O)OC2)cc1,6%,-10%,-0.3%,10%,-19%,-1.3%,4%,16%,5%
CC(C)N(C#N)c1nc(N2CCOCC2)nc(N2CCOCC2)n1,22%,-10%,-0.2%,-9%,-28%,2.7%,-2%,1.2%,2%
CCc1ccc(S(=O)(=O)NCCc2cn3ccsc3n2)s1,4%,-3%,-0.1%,-16%,-22%,6.8%,0%,1.6%,-5%
CC(C)NC(=O)CCn1c(=S)oc2ccccc21,19%,-18%,0.1%,-19%,-18%,-0.3%,3%,-0.2%,4%
CCOC(=O)c1cccc(Nc2nc(-c3cccnc3)nc3ccccc23)c1,5%,3%,-0.1%,-41%,-23%,3.4%,4%,-1.0%,28%
